FEN1 inhibitor: human FEN1 inhibition | P39748 | AID 588795 | Recombinant FEN1 flap cleavage, fluorescence, 15 min | Potency, µM (top dose mostly 114 µM), for the others: top-dose activity change, negative = inhibition, actives largely listed as inhibitors | hit rate 0.35% among 390,000; note: nearly all actives have a fitted effect of over 65% in size
Target sequence (P39748 whole entry, looked up): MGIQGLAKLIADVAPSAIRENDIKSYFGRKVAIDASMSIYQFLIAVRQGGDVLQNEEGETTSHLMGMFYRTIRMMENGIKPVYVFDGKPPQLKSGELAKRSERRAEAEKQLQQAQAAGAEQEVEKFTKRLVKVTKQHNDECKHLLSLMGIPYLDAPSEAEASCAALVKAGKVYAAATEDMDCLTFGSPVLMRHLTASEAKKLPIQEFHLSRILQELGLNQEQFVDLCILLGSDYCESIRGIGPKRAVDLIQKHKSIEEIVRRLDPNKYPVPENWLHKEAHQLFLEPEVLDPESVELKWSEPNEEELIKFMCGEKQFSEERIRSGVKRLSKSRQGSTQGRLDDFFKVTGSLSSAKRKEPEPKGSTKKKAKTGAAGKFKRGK
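Nuclease activity of 10 nM FEN1 was measured after 15 min of room-temperature exposure to titrated compounds, by adding 50 nM flap substrate and reading plates at 0 and 15 min.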
TDP1 inh: blocks human tyrosyl-DNA phosphodiesterase 1 | recombinant TDP1, AlphaScreen DNA substrate cleavage | hit rate 0.28% among 350,000 | Q9NUW8 | Potency, µM (highest dose often 130 µM), inactives show top-dose activity change, negative = inhibition, most hits filed as inhibitors; note: nearly all actives have a fitted effect of over 40% in size
Target sequence (Q9NUW8 whole entry, looked up): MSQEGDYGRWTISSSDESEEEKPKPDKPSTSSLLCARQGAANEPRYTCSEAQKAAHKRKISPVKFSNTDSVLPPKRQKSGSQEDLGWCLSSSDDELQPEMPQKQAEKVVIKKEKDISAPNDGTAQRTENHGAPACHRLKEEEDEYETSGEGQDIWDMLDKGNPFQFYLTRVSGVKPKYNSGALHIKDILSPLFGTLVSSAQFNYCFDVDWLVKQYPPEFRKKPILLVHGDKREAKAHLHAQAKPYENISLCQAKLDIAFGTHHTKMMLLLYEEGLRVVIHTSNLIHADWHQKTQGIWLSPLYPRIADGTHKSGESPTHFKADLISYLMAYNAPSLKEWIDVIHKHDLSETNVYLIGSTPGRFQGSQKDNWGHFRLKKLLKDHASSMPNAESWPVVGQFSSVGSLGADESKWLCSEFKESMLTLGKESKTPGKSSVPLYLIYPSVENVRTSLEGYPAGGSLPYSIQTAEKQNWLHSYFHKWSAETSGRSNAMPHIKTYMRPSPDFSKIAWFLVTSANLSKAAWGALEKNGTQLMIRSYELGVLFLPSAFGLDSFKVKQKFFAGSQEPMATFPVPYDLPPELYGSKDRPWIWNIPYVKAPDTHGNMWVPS
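Recombinant E. coli-expressed Tdp1 (1 nM) preincubated with compound 15 min at RT, then 5'-biotin/3'-phosphotyrosine-FITC DNA substrate (15 nM) added for 5 min. AlphaScreen beads (10 ug/ml) added, 10 min RT; tyrosine-FITC cleavage read as signal loss.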
N370S GC: N370S glucocerebrosidase modulation, Gaucher chaperone candidate | P04062 | Potency, µM (titrated, usually from 59.4 µM), for inactives: at the highest dose activity change, negative = inhibition, usual class: inhibitors | N370S GC spleen homogenate, 4MU-glucoside fluorescence | hit rate 0.092% among 330,000;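 note: 0% = full enzyme activity and -100% = no enzyme basal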
The depositor's hits bear a star; u = inconclusive; x = no result given; & = joins results of further samples; [ ] = dose if it differs, or a comment. Calls come from the whole dose curve; as a rule, active = well fitted curve in the direction sought with a large enough effect; inconclusive = small, poorly fitted or top-dose-only effect, or another doubt; inactive = no such curve, though single readings can be large; an effect the other way counts as inactive or inconclusive. Unless noted, % is set by controls: 0 for no effect and ±100 for the full control effect; potency is the fitted concentration of half-maximal effect.

nr	SMILES	FEN1 inhibitor	TDP1 inh	N370S GC
1	COC(=O)C1CCN(C(=O)CCCOc2ccccc2)CC1	-9%	0%	1%
2	Cc1c(C(=O)Nc2ccccc2Cl)oc2ccc(S(=O)(=O)N3CCCCCC3)cc12	1%	8%	x
3	CCCCCCCCCCOC(=O)NC1CCS(=O)(=O)C1 (stereo not given)	13%	-5%	0%
4	COc1ccc(O)c(C(=O)c2cnn(-c3ccccn3)c2)c1	-10%	8%	8%
5	O=C(c1ccncc1)N1CCN(C(=O)c2cccs2)CC1	2%	0%	3%
6	Cc1cc(=O)[nH]c(N/N=C/c2c(C)nn(-c3ccccc3)c2Cl)n1	-36%	2%	-1%
7	NC(=O)C1(N2CCCCC2)CCN(C(=O)c2ccc(C#Cc3ccccc3)o2)CC1	-14%	4%	1%
8	CCOC(=O)c1c(-c2ccccc2Cl)csc1NC(=O)c1cc(S(=O)(=O)N2CCOCC2)ccc1C	0%	-3%	-27%
9	O=C(NCc1c(-n2cccc2)sc2c1CCCC2)Nc1cccc(C(F)(F)F)c1	10%	11%	x
10	Cc1ccc(S(=O)(=O)N[C@H](C(=O)Oc2ccc3c(C(F)(F)F)cc(=O)oc3c2)c2ccccc2)cc1	8%	6%	-3%
11	Cc1ccc(C(=O)c2cn(Cc3ccccc3F)c3cc4c(cc3c2=O)OCO4)cc1	-16%	0%	x
12	COc1ccc([C@H]2CC(=O)C=C(c3ccc(SC)cc3)C2)cc1	2%	0%	x
13	COc1ccc(Nc2oc(-c3ccc(COc4ccccc4C)o3)nc2C#N)cc1	-17%	6%	x
14	CCCCCC(O)(c1ccc(OCC)cc1)C(CN1CCOCC1)c1ccccc1 (stereo not given)	-6%	x	-28%
15	Cc1noc2ncnc(N3CCN(c4ccccc4F)CC3)c12	17%	1%	x
16	COC(=O)C1=C(C)NC(C)=C(C(=O)OC)C1C(=O)OC1CCCCC1=O (stereo not given)	-1%&-11%	7%	3%
17	CS(=O)(=O)N(CC(=O)N1CCc2ccccc2C1)c1ccc2c(c1)OCO2	-1%	0%	2%
18	CCN(C(=O)CSc1nc2ccc([N+](=O)[O-])cc2s1)C1CCS(=O)(=O)C1 (stereo not given)	-2%	5%	5%
19	O=C(CSc1n[nH]c(-c2cccs2)n1)NCc1ccc2c(c1)OCO2	-2%	-4%	x
20	Cn1nc(C(=O)N2CCN(S(=O)(=O)c3ccccc3)CC2)c2ccccc2c1=O	1%	6%	-22%

Remaining list, next part:
nr	SMILES	FEN1 inhibitor	TDP1 inh	N370S GC
21	O=C(C1CCCN(S(=O)(=O)c2ccc(Cl)cc2)C1)N1CCCC1 (stereo not given)	-4%	-2%	-4%
22	CCC(=O)N1CCc2cc(S(=O)(=O)N3CCN(c4ccccn4)CC3)ccc21	-1%	4%	-2%
23	COc1ccc(Nc2ncc(C(=O)N3CCN(c4ccccc4OC)CC3)c3ccccc23)cc1	-23%&-3%	6%&3%	-9%
24	CC(C)(C)c1csc(NC(=O)CS(=O)(=O)c2ccccc2)n1	7%	x	-4%
25	Cc1ccc2occ(/C=N/NC(=O)c3ccccc3C)c(=O)c2c1	6%	4%	-15%
26	COc1ccc(C)cc1N(CC(=O)N1CCc2ccccc2C1)S(C)(=O)=O	-3%	-1%	27%
27	CSc1ccc(CCNC(=O)c2cccc3c2C(=O)N(C2CCCCC2)C3)cc1	-17%	2%	28%
28	COc1ccc(Cn2ccnc2)cc1Br	-8%	-5%	26%
29	CCC(=O)c1ccc(OCC(=O)OCC(=O)N2c3ccccc3CC2C)cc1 (stereo not given)	-9%	x	8%
30	Cc1nc(C(=O)Nc2ccccc2)sc1C1(C)CC(c2cccc([N+](=O)[O-])c2)=NO1 (stereo not given)	-4%	5%	14%
31	Cc1ccc2nc(N(CCCN(C)C)C(=O)COc3ccc(Cl)cc3)sc2c1	9%	9%	-29%
32	Cc1ccccc1CN1CCc2nc(N3CCN(c4ncccn4)CC3)ncc2C1	u	6%	x
33	Cc1ccc(C)c(N2CCN(C(=O)c3ccc(N4CCCC4=O)cc3)CC2)c1	-5%	x	-19%
34	COc1ccc(C(C(=O)NC(C)(C)C)N(C(=O)Cn2nnc3ccccc32)c2ccc(C(C)=O)cc2)cc1O (stereo not given)	3%	4%	-21%
35	Cn1cccc1Cc1nnc(SCC(=O)N2CCN(c3ccccc3)CC2)n1-c1ccc(F)cc1	-9%	8%	-3%
36	Cc1ccc(S(=O)(=O)N2CCOCC2)cc1NC(=O)COC(=O)c1cnc(Cl)c(Cl)c1	5%	-9%[0.505 µM]	-7%
37	Clc1ccc(CSc2nnc(-c3ccccn3)n2Cc2ccco2)c(Cl)c1	-18%	6%	6%
38	COCCNC(=O)c1cc(-c2ccccc2)n(Cc2cc(C)no2)n1	-18%	x	-1%
39	CCC(C)NCCCOc1ccc(C)cc1OC (stereo not given)	2%	u	-6%
40	CCc1nnc(NC(=O)CSc2nnc(-c3ccccc3OC)n2-c2ccccc2)s1	-7%	0%	-3%

Later entries.
nr	SMILES	FEN1 inhibitor	TDP1 inh	N370S GC
41	CCC(C(=O)N/N=C(\C)c1cccnc1)c1ccccc1 (stereo not given)	-22%	1%	-7%
42	CNC(=O)/C(C#N)=c1\s/c(=C/C(=O)OC)c(=O)n1-c1ccccc1	-11%	3%	7%
43	Cc1cc(-n2nc3ccccc3n2)c(O)c([N+](=O)[O-])c1	1%	6%	0%
44	CC#C[C@]1(O)CC[C@H]2[C@@H]3CCC4=CC(=O)CCC4=C3[C@@H](c3ccc(N(C)C)cc3)C[C@@]21C	-5%	17%&10%	-20%
45	CCOc1cc(C(=S)N2CCOCC2)ccc1OS(=O)(=O)c1ccccc1	0%	5%	2%
46	CCn1c(COc2c(C)cccc2C)nnc1SCc1nc2ccccc2c(=O)[nH]1	-5%	4%	15%
47	Cc1cc(C(=O)CN2C(=O)C(=O)N(Cc3ccccc3)C2=O)c(C)n1-c1ccccc1F	5%	3%	3%
48	Cn1c(=O)n(CC(=O)NCc2cccnc2)c2ccccc21	-11%	5%	4%
49	Cc1c(C)c2c(c(C)c1O)CCC(C)(CN1CCN(c3cc(N4CCCC4)nc(N4CCCC4)n3)CC1)O2 (stereo not given)	x	17%	-20%
50	CCC(Cc1ccccc1)NC(=O)CN1C(=O)COc2ccc(S(=O)(=O)N3CCCCCC3)cc21 (stereo not given)	11%	5%	x
51	O=C(Nc1cccc(Cl)c1Cl)c1cc(S(=O)(=O)N2CCC3(CC2)OCCO3)ccc1F	-2%	5%	x
52	CCOc1ccc(C)cc1S(=O)(=O)n1ccnc1	-1%	-1%	13%
53	CCc1ccc2[nH]c(=O)c(CN(Cc3ccco3)S(=O)(=O)c3ccc4c(c3)OCCO4)cc2c1	-10%	1%	23%
54	COc1ccc(CCNc2ncnc3[nH]ncc23)cc1OC	13%	3%	17%
55	O=C(CSc1c2c(nc3ccccc13)CCC2)N1CCCC1	0%	4%	-6%
56	CCOc1ccccc1NC(=O)C(=O)c1cc(C)n(-c2ccc(F)cc2)c1C	8%	6%	x
57	O=C(NC1CCCCC1)N1CCSC1=Nc1ccccc1	-7%	1%	3%
58	COc1ccc(NC(=O)c2cc(-c3ccc(C)cc3)on2)cc1OC	1%	2%	0%
59	CC(=O)Nc1c2c3c(cccc3n(C)c1=O)C(=O)c1ccccc1-2	5%	1%	-7%
60	COC(=O)NCC(c1ccc2c(c1)OCO2)N1CCN(c2ccc(OC)cc2)CC1 (stereo not given)	-22%	7%	-2%

Other structures:
nr	SMILES	FEN1 inhibitor	TDP1 inh	N370S GC
61	Cc1ccc(-n2ncc3c(Nc4cccc(C)c4)ncnc32)cc1	-1%	1%	x
62	C=CCNC(=O)N[C@@H](Cc1ccccc1)C(=O)OC	4%	3%	-8%
63	CNc1ccccc1C(=O)OC(C)C(=O)Nc1ccc(Cl)cn1 (stereo not given)	-9%	x	u
64	Cc1ccc(-n2ncc3c(NNC(=O)c4ccccc4C)ncnc32)cc1	-1%	13%	x
65	CN(C(=O)Cn1c(=O)oc2ccccc21)C1CCCCC1	0%	-8%	x
66	Nc1nnc(-c2ccc(Cl)c(Cl)c2)s1	6%	5%	6%
67	COc1ccccc1-n1c(C)nc2cc(C(=O)O)ccc21	0%	-2%	4%
68	CCOC(=O)c1ccc(-n2ccnc2)c(NC(=O)c2ccc(Cl)cc2)c1	8%	6%	3%
69	Cc1cc(NC(=O)CSC2=NS(=O)(=O)c3ccccc3N2)no1	0%	0%	-4%
70	CCCCc1nc(SCC(=O)Nc2nnc(CCCC)s2)n[nH]1	2%	0%	4%
71	CC(OC(=O)c1ccco1)C(=O)NC1CCCC1 (stereo not given)	2%	11%[0.0935 µM]	2%
72	N/C(=N\OC(=O)C12CC3CC(CC(C3)C1)C2)c1ccncc1	2%	4%	-3%
73	O=C(NC1CCCCC1)C(c1ccccn1)N(C(=O)c1csnn1)C1CC1 (stereo not given)	6%	4%	1%
74	COc1ccc(-n2c(C)cc(/C=C3\C(=N)N4N=C(CC(=O)N5CCOCC5)SC4=NC3=O)c2C)c(OC)c1	7%	9%	-15%
75	O=C(NN1CC(C(=O)OCc2ccc(Br)cc2)CC1=O)c1ccccc1 (stereo not given)	-4%	2%	-2%
76	S=c1[nH]nc(Cc2ccccc2)n1-c1ccccc1	3%	-1%	9%
77	N#Cc1ccc(-c2nc3cc(Cl)ccc3c(=O)n2O)cc1	9%	x	-8%
78	COc1ccc(-n2ncc(C(=O)N3CCN(c4ccccn4)CC3)c2C2CCN(C(=O)OC(C)(C)C)CC2)cc1	6%	-1%	x
79	CCOC(=O)N1CCC(NC(=O)c2cc3c(C)nc4ccccc4c3o2)CC1	13%	6%	-4%
80	CCOc1ccc(CN2CCN(Cc3cc4ccccc4[nH]3)CC2CCO)cc1 (stereo not given)	-6%	0%	2%

Part of the list above in order of heavy-atom count, lowest first.
nr	SMILES	FEN1 inhibitor	TDP1 inh	N370S GC
62	C=CCNC(=O)N[C@@H](Cc1ccccc1)C(=O)OC	4%	3%	-8%
72	N/C(=N\OC(=O)C12CC3CC(CC(C3)C1)C2)c1ccncc1	2%	4%	-3%
61	Cc1ccc(-n2ncc3c(Nc4cccc(C)c4)ncnc32)cc1	-1%	1%	x
79	CCOC(=O)N1CCC(NC(=O)c2cc3c(C)nc4ccccc4c3o2)CC1	13%	6%	-4%
74	COc1ccc(-n2c(C)cc(/C=C3\C(=N)N4N=C(CC(=O)N5CCOCC5)SC4=NC3=O)c2C)c(OC)c1	7%	9%	-15%

Continued.
nr	SMILES	FEN1 inhibitor	TDP1 inh	N370S GC
81	CC(C)c1ccc(NC(=O)c2cc(S(=O)(=O)N3CCCC3)c[nH]2)cc1	8%	x	2%
82	O=C(O)c1ccccn1	u	-2%	2%
83	Cn1nnnc1SCC(=O)N1CCN(S(=O)(=O)c2ccc(Cl)cc2)CC1	1%	3%	-1%
84	Cc1cc(=O)oc2cc(NC(=O)Cc3ccccc3[N+](=O)[O-])ccc12	2%	x	u
85	COC(=O)CNC(=O)CSc1nc2sccc2c(=O)n1-c1ccccc1	2%	2%	-1%
86	CC1Nc2nc(N(C)C)[nH]c(=O)c2NC1C (stereo not given)	13%	8%	-2%
87	COc1cc2c(cc1OC)C(NC(=O)C(F)(F)F)C/C2=N\O (stereo not given)	-1%	0%	-1%
88	CCO[C@@H]1c2c(ccc3ccc(=O)oc23)OC(C)(C)[C@H]1O	-2%	-11%	x
89	CCOc1ccccc1N1CC(C(=O)Nc2ccc(S(=O)(=O)N3CCCCC3)cc2)CC1=O (stereo not given)	7%	1%	0%
90	N#Cc1ccc(-c2cccnc2)nc1SCC(N)=O	3%	-2%	-17%
91	COc1ccccc1NC(=O)/C(N=Nc1ccc(C)c(S(=O)(=O)Nc2ccccc2Cl)c1)=C(\C)O	4%	7%	x
92	COc1cc(NC(=O)COC(=O)c2nc3nc(C)cc(C)n3n2)cc(OC)c1	3%	3%	4%
93	Cc1ccc(C(=O)N2CCN(c3ccccn3)CC2)cc1Cl	1%	3%	-7%
94	Cc1ccc(C)n1NC(=O)c1ccc(O)cc1	-2%	1%	10%
95	CN(C(=O)c1coc(=O)c2ccccc12)c1ccc(F)cc1	5%	-3%	6%
96	CN(C)C(=O)c1ccc(Cl)cc1[N+](=O)[O-]	4%	6%	-4%
97	O=C1CN(C(=S)Nc2ccccc2Cl)CCN1	16%	-2%	15%
98	O=C(CSc1nc(Cc2ccccc2)nc2ccccc12)Nc1nc2c(s1)CCCC2	-2%	3%	u
99	Cc1cc(C)cc(NC(=O)c2cc(C)nn2C)c1	0%	4%	u
100	COc1ccc(NC(=O)c2ccc3c(SCC(=O)O)c4c(nc3c2)CCCC4)cc1Cl	x	2%	-10%

(next part)
nr	SMILES	FEN1 inhibitor	TDP1 inh	N370S GC
101	CC(C)N(Cc1nc(-c2ccccc2)no1)C(=O)c1ccc([N+](=O)[O-])cc1	9%	3%	3%
102	COc1cccc(C(=O)N2N=C(c3cccc(OC)c3)CC2(O)C(F)(F)F)c1 (stereo not given)	-2%	8%	-3%
103	CCc1nc(N2CCN(c3nc(C)cc(C)n3)CC2)c2oc3ccccc3c2n1	x	4%	3%
104	Cc1csc2nc(COc3ccc(NC(=O)COc4ccccc4)cc3)cc(=O)n12	-6%	-4%	x
105	Cc1ccn2c(=O)nc(SCC(=O)Nc3cccc4ccccc34)nc2c1	6%	-17%	-6%

Bioassay records (PubChem)
